pAkt inh – inhibitors of Akt phosphorylation | Neuro2A IGF-stimulated pAkt S473 HTRF, 20 min; stronger effect = lower value | activity change, % for hits at 50 µM | hit rate 0.32% among 360,000; in the data active = activity change below about -80%; inconclusive = mostly about -51% to -80%; also: % is scaled to controls: 0 for no effect and ±100 for the full control effect
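Neuro2A cells in DMEM with 0.5% FBS, overnight at 37 deg C, given compound at single 50 µM final, then IGF (6 nM final) for 20 min at 37 deg C. Lysed; phospho-Akt Ser473 by HTRF after 24 h, 665/615 ratio.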
EPAC2 ag – agonists of human EPAC2 (RAPGEF4) | EPAC2 activation, biochemical qHTS; response scale: 100% = 6.5 mM cAMP response | Potency, µM (highest dose often 154 µM), inactives show at the highest dose activation, usual class: activators | hit rate 0.079% among 360,000; also: potency is read from the fitted curve at half-maximal effect; nearly all actives have a fitted effect of over 50% in size
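Each well held 100 nM EPAC2, 250 nM RAP1B-BODIPY-GDP and 50 uM GDP. Fluorescence, read at 5-min intervals to 30 min, was referenced to a 6.5 mM cAMP positive control.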
PTHR1 ag – PTHR1 (human) receptor agonism; Potency, µM (series often up to 115 µM), inactives show top-dose activation, hits mostly activators; hit rate 0.075% among 410,000; AID 743266; HEK293 GP2 PTHR1 cells, GloSensor cAMP luminescence, 1 h; also: potency is read from the fitted curve at half-maximal effect; nearly all actives have a fitted effect of over 55% in size; some results filed as inactive show a strong effect at the top dose; inactives centre near -15; many of its hits are not listed in these tables
Target sequence (Q03431 whole entry, looked up): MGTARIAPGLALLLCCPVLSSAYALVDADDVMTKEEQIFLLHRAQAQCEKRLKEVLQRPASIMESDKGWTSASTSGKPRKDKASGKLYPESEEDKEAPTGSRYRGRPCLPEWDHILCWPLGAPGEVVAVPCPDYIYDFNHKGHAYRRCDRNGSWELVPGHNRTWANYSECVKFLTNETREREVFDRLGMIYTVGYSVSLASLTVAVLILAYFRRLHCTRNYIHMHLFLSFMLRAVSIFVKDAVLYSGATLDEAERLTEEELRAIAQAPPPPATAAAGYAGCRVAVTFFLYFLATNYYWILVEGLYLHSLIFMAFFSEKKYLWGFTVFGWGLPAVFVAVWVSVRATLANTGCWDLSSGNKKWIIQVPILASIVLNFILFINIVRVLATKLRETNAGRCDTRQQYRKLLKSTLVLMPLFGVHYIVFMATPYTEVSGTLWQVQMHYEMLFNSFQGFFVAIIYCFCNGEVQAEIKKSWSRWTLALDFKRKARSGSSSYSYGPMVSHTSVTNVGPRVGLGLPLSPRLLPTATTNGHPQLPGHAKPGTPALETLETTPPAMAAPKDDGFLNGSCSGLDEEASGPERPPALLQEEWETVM
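HEK-293-derived GP2 cells expressing PTHR1 and a GloSensor cAMP reporter, 3,000/well, plated overnight, given luciferin plus IBMX (each 0.5 mM as added) for 1 h at 37 °C, then compound for 1 h at 37 °C. Luminescence was read after 15 min at room temperature.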
DRD3 antagonist – D3 dopamine receptor (human) antagonism. hit rate 2.5% among 360,000. max response, negative = inhibition, %. D3R cells, DiscoveRx beta-arrestin luminescence, antagonist mode; stronger effect = lower value; in the data active = max response below about -50%; inconclusive = no clear call, values can overlap the other calls; also: % is scaled to controls: 0 for no effect and ±100 for the full control effect; mostly tested at two doses, the higher about 12 µM
Target sequence (P35462 whole entry, looked up): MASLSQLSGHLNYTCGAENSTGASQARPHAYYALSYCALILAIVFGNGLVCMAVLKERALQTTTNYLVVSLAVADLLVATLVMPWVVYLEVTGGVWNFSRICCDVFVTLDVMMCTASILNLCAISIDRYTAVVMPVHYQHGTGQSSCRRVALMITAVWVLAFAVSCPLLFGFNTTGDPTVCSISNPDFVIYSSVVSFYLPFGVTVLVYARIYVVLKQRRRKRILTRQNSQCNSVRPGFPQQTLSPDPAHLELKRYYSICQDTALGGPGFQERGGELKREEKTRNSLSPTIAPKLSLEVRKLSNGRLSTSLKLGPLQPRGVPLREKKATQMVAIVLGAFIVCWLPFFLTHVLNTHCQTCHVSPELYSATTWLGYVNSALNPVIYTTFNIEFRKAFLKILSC
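Cells plated overnight at 1500 cells/well, then exposed to library compounds with dopamine controls for 90 minutes at 37 degrees C. DiscoveRx reagent added for 30–60 minutes at room temperature; luminescence read, quantitative HTS format.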
CCT chaperon mod – cytosolic chaperonin activity modulation. activity change, % (concentration not given with the values), hits read low. AID 651819. purified chaperonin ATPase assay, HTRF ADP detection, 30 min. hit rate 0.3% among 360,000; in the data active = activity change below about -30%; also: % is scaled to controls: 0 for no effect and ±100 for the full control effect
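First, chaperonin was dispensed at 40 nM or 20 nM final depending on batch activity. Next, compounds were pinned at 76 uM and ATP added at 10 uM. After 30 min at 37 °C, ADP detection reagents ran 30 min at ambient temperature.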
Mm-Cpn inhibitor – blocks the Methanococcus maripaludis chaperonin Mm-Cpn | AID 504842 | Potency, µM (titrated, usually from 76.9 µM), without a hit: at the top dose activity, negative = inhibition, hits mostly inhibitors | hit rate 0.031% among 330,000 | purified Mm-Cpn ATPase, ADP Transcreener TR-FRET; also: potency is read from the fitted curve at half-maximal effect; % is scaled to controls: 0 for no effect and ±100 for the full control effect; nearly all actives have a fitted effect of over 80% in size
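Compound-treated chaperonin, 25 nM final, turns over 10 uM ATP at 37°C for 30 min following a 10 min preincubation; ADP generated competes with ADP-d2 for Eu-cryptate antibody, lowering FRET.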
D3 ag – D3 dopamine receptor (human) agonism; P35462; D3R DiscoveRx beta-arrestin cells, luminescence, 90 min; max activation, %; hit rate 0.58% among 410,000; in the data active = max activation above about 30%; also: 0% is about no effect; mostly tested at two doses, the higher about 12 µM
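Agonist-mode cell screen: cells plated at 1500/well and incubated overnight at 37 °C, then exposed to library compounds for 90 min at 37 °C. Detection reagent was added for 30–60 min at room temperature, and luminescence was read.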
EPAC2 antagonist – blocks human EPAC2 exchange factor; Q8WZA2; EPAC2 GEF exchange of Rap1B-BODIPY-GDP, fluorescence; Potency, µM (top dose mostly 114 µM), for inactives: at the top dose activity, negative = inhibition, actives largely listed as inhibitors; hit rate 0.18% among 360,000; also: potency is read from the fitted curve at half-maximal effect; % is scaled to controls: 0 for no effect and ±100 for the full control effect; nearly all actives have a fitted effect of over 45% in size; many of its hits are not listed in these tables
* marks the source's active call; other numbers are inactive results; i = inactive; ? = inconclusive; nt = no result given; [ ] = remark or other dose. Unless noted, calls follow the shape of the dose curve; as a rule, active = well fitted curve in the direction sought with a large enough effect; inconclusive = small, poorly fitted or top-dose-only effect, or another doubt; inactive = no such curve, though single readings can be large; an effect the other way counts as inactive or inconclusive. The list is partial. The share of hits here may be higher or lower than overall.

nr	Compound	pAkt inh	EPAC2 ag	PTHR1 ag	DRD3 antagonist	CCT chaperon mod	Mm-Cpn inhibitor	D3 ag	EPAC2 antagonist
1	CC(=O)Nc1cc(C(=O)OCC(=O)c2ccc(C)cc2)ccc1C	i	-6%	-13%	12	1.0	1%	-4	17%
2	COc1ccc(OCCCC(=O)OCC(=O)Nc2ncc(Cl)cc2Cl)cc1	i	5%	i	0	-0.6	1%	-1	-1%
3	CCCC(=O)c1ccc(N2CCCC2)c(F)c1	i	4%	-14%[57.5 µM]	-23	0.2	-1%	1	-5%
4	CC(NS(=O)(=O)c1ccc(Br)s1)c1ccccc1 (configuration not stated)	i	7%	-38%[inhibitor]	1	-1.6	-2%	-7	-18%
5	CCN1CCN(c2nc(-c3ccccc3Cl)nc3ccccc23)CC1	i	3%	i	-27	1.1	-1%	-5	-1%
6	CCCN1CCN(S(=O)(=O)c2cn(C)nc2C)CC1	i	11%	i	1	0.7	-4%	7	3%
7	Cc1cc(Br)ccc1NC(=O)CNC(=O)CNc1cccc([N+](=O)[O-])c1	i	-14%	-3%	-19	-1.8	-1%	-8	-16%
8	CC1CCCC(C)N1/N=C/c1ccc(C#N)cc1 (configuration not stated)	i	0%	-9%	2	0.1	-2%	19	3%
9	Cc1cc(C)c2nc(-n3nc(C)cc3N)cc(C)c2c1	i	9%	-2%	5	-4.1	0%	9	3%
10	CCN(CC)C(=S)NC(=O)c1ccc(F)cc1	i	9%	-21%	1	-1.5	-7%	1	3%
11	O=CNc1c(Br)cc2c(c1Br)Cc1cc(Br)ccc1-2	i	4%	-3%	-3	3.4	nt	-2	19%
12	Cc1cc(C)n2nc(C(=O)OCC(=O)N(C)C3CCCCC3)nc2n1	i	3%	-20%	1	-24	0%	-4	13%
13	COc1ccc(CN2CCn3nc(C(=O)NC4CC4)cc3C2=O)cc1	i	-2%	i	-4	1.3	2%	0	8%
14	Cc1ccc(CCNC(=O)C2CCN(S(=O)(=O)c3c(C)nn(C)c3C)CC2)cc1	i	2%	i	32	0.2	-1%	-2	-13%
15	Cc1ccc(S(=O)(=O)N=S(CCO)CCO)cc1	i	4%	i	16	-0.9	1%	3	5%
16	Cc1c(C(=O)NCc2ccc(C(F)(F)F)cc2)sc(=O)n1Cc1ccc(S(=O)(=O)N(C)C)cc1	i	-1%	-46%[inhibitor]	23	0.5	nt	0	5%
17	CCN(CC(=O)Nc1c(F)cccc1F)C(=O)Cn1[nH]c(=O)c2ccccc2c1=O	i	4%	-19%	0	-6.4	2%	-1	-6%
18	COc1ccc(C(C)(NC(C)=O)c2nc(-c3cncnc3)cs2)cc1 (configuration not stated)	i	-2%	-23%	-15	-0.3	nt	6	1%
19	CN(C)CCNc1oc(COc2ccc(-c3ccccc3)cc2)nc1C#N	i	7%	-41%[inhibitor]	-20	-0.6	0%	-20	4%
20	COc1ccc(Br)cc1CN(C)CC(=O)Nc1cccc(S(N)(=O)=O)c1	i	2%	i	-1	-0.6	-5%	-11	-13%
21	CC1Oc2ccccc2C=C1/C=N/NC(=O)c1ccncc1 (configuration not stated)	i	-3%	-29%	-18	-1.8	0%	7	5%
22	C[C@]12C(=O)N(c3ccc(C(F)(F)F)cc3)C(=O)N1[C@@H]1c3ccccc3OC[C@@H]1[C@H]2c1ccccc1	i	8%	-39%[inhibitor]	2	-1.1	-1%	12	-14%
23	O=C(CN(CC1CCCO1)S(=O)(=O)c1ccc(S(=O)(=O)NC2CC2)cc1)Nc1ccccc1 (configuration not stated)	i	-6%	?	0	-1.5	3%	-8	-4%
24	COC(=O)c1ccccc1NC(=O)N1CCc2ccc(NC(=O)c3ccccn3)cc2C1	i	7%	-20%	26	-1.2	0%	-1	1%
25	O=C(Nc1ccccc1C(=O)NC1CC1)c1ccccc1	i	6%	-87%[inhibitor]	7	1.2	0%	0	3%

(continued)
nr	Compound	pAkt inh	EPAC2 ag	PTHR1 ag	DRD3 antagonist	CCT chaperon mod	Mm-Cpn inhibitor	D3 ag	EPAC2 antagonist
26	O=C(NCc1ccccc1Cl)c1cccc(OC2CCN(C(=O)C3CC3)CC2)c1	i	9%	-39%[inhibitor]	15	-3.8	0%	-3	-4%
27	CCNC(=O)C1(C)CCN(C(=O)c2ccc3snnc3c2)C1 (configuration not stated)	i	7%	i	15	-1.5	nt	-2	-4%
28	O=C(c1ccc(Cl)c(S(=O)(=O)NCc2ccco2)c1)N1CCN(c2ccc(F)cc2)CC1	i	6%	-15%[57.5 µM]	-3	0.1	-28%	0	5%
29	Cc1ccc(OC[C@H](O)[C@H](C)NC(C)C)c2c1CCC2	i	3%	-18%	6	-1.2	-2%	-9	6%
30	Cc1nn(-c2ccccc2)c(N)c1N=Nc1ccccc1	i	21%	i	-5	-0.4	-3%	2	-5%
31	COc1ccc(-n2c(C)ccc2C)c([N+](=O)[O-])c1	i	10%	i	-16	-2.4	0%	2	-14%
32	C/C(=N/NC(=O)c1cccc(N2CCCC2=O)c1)c1ccc(Br)cc1	i	-5%	-15%	-13	1.0	1%	-2	-3%
33	O=C(Cn1cnc2ccccc21)Nc1cc(C(F)(F)F)ccc1N1CCOCC1	i	0%	i	-14	1.3	-1%	1	6%
34	O=C(Nc1ccccc1C(=O)NCc1ccccc1)C1=CSCCO1	nt	2%	i	-6	-2.3	-2%	-1	9%
35	COc1ccc(-c2cc(C(F)(F)F)nc(SCC(=O)Nc3sc4c(c3C#N)CCC4)n2)cc1	i	5%	-1%[57.5 µM]	-18	0.0	-1%	-15	-5%
36	c1ccc(NNC2=NCCS2)cc1	i	1%	i	2	1.0	1%	0	10%
37	CN1CCN(c2ccc([N+](=O)[O-])cc2NC(=O)c2ccccc2)CC1	i	11%	i	-12	0.5	-5%	-29	-1%
38	O=C(COC(=O)c1cccc(S(=O)(=O)N2CCCC2)c1)Nc1ccc(Cl)cc1	i	12%	-25%	14	0.3	nt	1	7%
39	Cc1cccc(/C=N/NC(=O)c2ccccc2OCc2cccc(Br)c2)n1	i	10%	-22%	19	-1.1	0%	-7	-13%
40	Cc1cccc(OCC(=O)Nc2ccccc2N2CCCCC2)c1C	i	11%	-22%	-5	0.7	4%	-19	-1%
41	Cc1sc2ncnc(N=Nc3c(O)[nH]c4ccccc34)c2c1C	i	-1%	-11%	-1	-0.4	1%	-2	4%
42	CCOc1ccc(Cn2nnc(C(=O)Nc3cc(C)cc(C)c3)c2N)cc1	i	7%	-19%	-19	-1.0	-7%	-4	1%
43	Cc1nc(-[n+]2nc(-c3ccncc3)nn2-c2ccccc2)sc1C	i	30%	-32%	-102*	1.7	nt	-23	-5%
44	OCCC1CN(CC#Cc2ccccc2)CCN1C1CCCC1 (configuration not stated)	i	2%	?	-5	-1.4	0%	-1	3%
45	CN1CCN(CC(=O)N2CCn3c4c(c5cc(C6CCCCC6)ccc53)CCCC42)CC1 (configuration not stated)	i	-19%	i	-65*	1.5	-2%	3	-26%
46	O=C(COc1coc(CN2CCc3ccccc3C2)cc1=O)Nc1ccccc1F	i	-2%	i	-6	-2.8	2%	-4	-9%
47	CC(CN1CCCC1)OC(=O)c1ccc(F)cc1 (configuration not stated)	i	-5%	i	-23	1.3	-2%	-17	0%
48	Cc1cc(=O)oc(C)c1C(=O)OCC(=O)c1ccc2ccccc2c1	i	6%	-10%	99	-0.7	-8%	12	-3%
49	O=C1/C(=C/c2ccc3c(c2)OCO3)Oc2cc(OCC(=O)N3CC(O)C[C@H]3C(=O)O)ccc21 (some centres not stated)	i	4%	-18%	-7	-2.5	-6%	14	2%
50	Cn1c(=O)[nH]c(=O)c2c1nc(N1CCN(Cc3ccccc3)CC1)n2CCCc1ccccc1	i	-10%	-11%[57.5 µM]	-26	-2.0	1%	-23	-6%

(more compounds)
nr	Compound	pAkt inh	EPAC2 ag	PTHR1 ag	DRD3 antagonist	CCT chaperon mod	Mm-Cpn inhibitor	D3 ag	EPAC2 antagonist
51	COc1ccccc1-c1c(C#N)c(N)nc2c1CCc1ccccc1-2	i	0%	-16%	1	-2.1	-14%	0	-2%
52	O=C(Nc1ccccc1)Nc1ccc(C(F)(F)F)cn1	i	4%	i	-2	0.6	-1%	2	13%
53	O=C(NCc1ccccn1)C1CCCN(S(=O)(=O)c2cccc3nsnc23)C1 (configuration not stated)	i	1%	-1%[57.5 µM]	22	-1.3	0%	6	-1%
54	C=C(C)C1CC=C(C)/C(=N/NC(=O)CCCNc2cccc(C)c2)C1 (configuration not stated)	i	6%	-13%	11	-6.4	-2%	2	-12%
55	O=C1c2ccccc2CN1CCNC(=S)NC1CCCCC1	i	13%	-3%	-2	2.3	0%	0	7%
56	CCC(C)(C)NC(=O)C(c1ccncc1)N(Cc1cccs1)C(=O)Cn1nnc2ccccc21 (configuration not stated)	i	0%	-4%[57.5 µM]	-4	0.8	-1%	2	0%[57.1 µM]
57	CCCc1n[nH]c2c1/C(=N\OCC)CC(C)(C)C2	i	7%	?	18	-0.4	-2%	10	-11%

Part of the list above, with one line to a screen:
(51) COc1ccccc1-c1c(C#N)c(N)nc2c1CCc1ccccc1-2
(52) O=C(Nc1ccccc1)Nc1ccc(C(F)(F)F)cn1
(53) O=C(NCc1ccccn1)C1CCCN(S(=O)(=O)c2cccc3nsnc23)C1 (configuration not stated)
(54) C=C(C)C1CC=C(C)/C(=N/NC(=O)CCCNc2cccc(C)c2)C1 (configuration not stated)
(55) O=C1c2ccccc2CN1CCNC(=S)NC1CCCCC1
(56) CCC(C)(C)NC(=O)C(c1ccncc1)N(Cc1cccs1)C(=O)Cn1nnc2ccccc21 (configuration not stated)
assay / compound	51	52	53	54	55	56
pAkt inh	i	i	i	i	i	i
EPAC2 ag	0%	4%	1%	6%	13%	0%
PTHR1 ag	-16%	i	-1%[57.5 µM]	-13%	-3%	-4%[57.5 µM]
DRD3 antagonist	1	-2	22	11	-2	-4
CCT chaperon mod	-2.1	0.6	-1.3	-6.4	2.3	0.8
Mm-Cpn inhibitor	-14%	-1%	0%	-2%	0%	-1%
D3 ag	0	2	6	2	0	2
EPAC2 antagonist	-2%	13%	-1%	-12%	7%	0%[57.1 µM]

Assay outcomes from PubChem.
